High-throughput results deposited in PubChem by several laboratories.
SMARCA2 act: SMARCA2 (BRM) function activators, primary screen, cell-based, luminescence, high throughput; MG213 cells, MMTV-luciferase reporter, dexamethasone, overnight; activation, % at 9.1 µM; actives 1% (n = 370,000); AID 652017, 2013; in the data active means activation above about 7.8%;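 further: 0% = vehicle wells and 100% = reference activator wells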
PLC-beta3 inh: human PLC-beta3 inhibitors, primary screen, biochemical, fluorescence | actives 0.18% (n = 370,000) | AID 720704, 2013 | 1-phosphatidylinositol 4,5-bisphosphate phosphodiesterase beta-3 (Homo sapiens), Q01970 | Purified PLC-beta3, fluorogenic substrate | inhibition, % at 12.2 µM; in the data active means inhibition above about 11%;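 further: 0% = median of compound wells on plate and 100% = full blocker control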
Rev-erbA mod: modulators of Rev-erb alpha DNA binding, primary screen, biochemical, FITC-DNA, fluorescence polarization, uHTS; activity, % at 10 µM; AID 1259318, 2017; Nuclear receptor subfamily 1 group D member 1 (Homo sapiens), P20393; actives 0.79% (n = 370,000); Rev-erbα–FITC-DNA binding, 90 min;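 active means activity above about 14%, limit read from the data; passing the limit was not always enough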;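 further: 0% = DMSO wells with 35 nM protein and 100% = DMSO wells with 750 nM protein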
DAX1 inh-1: DAX1 (NR0B1) inhibitors, primary screen, cell-based, HEK293, Gal4-DAX1, luciferase luminescence. Nuclear receptor subfamily 0 group B member 1 (Homo sapiens), P51843. HEK293 Gal4-DAX1 luciferase reporter. inhibition, % at 6.75 µM. actives 0.99% (n = 340,000). AID 504766, 2011;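 active means inhibition above the mean over all tested compounds plus 3 SD, cut at about 4.2% in these data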;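 further: 0% = DAX1-transfected cells with DMSO and 100% = empty-vector control cells with DMSO; inhibition shows as a rise in luminescence from relieved DAX1 repression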
Target sequence (P51843 207-470 limits assumed): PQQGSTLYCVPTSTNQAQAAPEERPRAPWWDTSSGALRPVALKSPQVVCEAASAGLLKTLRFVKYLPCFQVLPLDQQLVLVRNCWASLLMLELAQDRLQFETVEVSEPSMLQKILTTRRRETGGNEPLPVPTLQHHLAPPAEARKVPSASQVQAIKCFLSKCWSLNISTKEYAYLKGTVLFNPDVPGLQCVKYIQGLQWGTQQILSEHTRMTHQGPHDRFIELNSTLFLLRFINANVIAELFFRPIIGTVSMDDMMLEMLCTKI
ADAM17 inh: ADAM17 inhibitors, primary screen, biochemical, QFRET; Disintegrin and metalloproteinase domain-containing protein 17 (Homo sapiens), P78536; recombinant ADAM17, EDANS/DABCYL FRET peptide cleavage; inhibition, % at 6.95 µM; actives 0.83% (n = 370,000);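 active means inhibition above the mean of compounds lying between control limits plus 3 SD, set per campaign, cut at about 8.5% in these data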;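 further: 0% = DMSO-only wells as the low control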
Target sequence (P78536 215-824 limits assumed): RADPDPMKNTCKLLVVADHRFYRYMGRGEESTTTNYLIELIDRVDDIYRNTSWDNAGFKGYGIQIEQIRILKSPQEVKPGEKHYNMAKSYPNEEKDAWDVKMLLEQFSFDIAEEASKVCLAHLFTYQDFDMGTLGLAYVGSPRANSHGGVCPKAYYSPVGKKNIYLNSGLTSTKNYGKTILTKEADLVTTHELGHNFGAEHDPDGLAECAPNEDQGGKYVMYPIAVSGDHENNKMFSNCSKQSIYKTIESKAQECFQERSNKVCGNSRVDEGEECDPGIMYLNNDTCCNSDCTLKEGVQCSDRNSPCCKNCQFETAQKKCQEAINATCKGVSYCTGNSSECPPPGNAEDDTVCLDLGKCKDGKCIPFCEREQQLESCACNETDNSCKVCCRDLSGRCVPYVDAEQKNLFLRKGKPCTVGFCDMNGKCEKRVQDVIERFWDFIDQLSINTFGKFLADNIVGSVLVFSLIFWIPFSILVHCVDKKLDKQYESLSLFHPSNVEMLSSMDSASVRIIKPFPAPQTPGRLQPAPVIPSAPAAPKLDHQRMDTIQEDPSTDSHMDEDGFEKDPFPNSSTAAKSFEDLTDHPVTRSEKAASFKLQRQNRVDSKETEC
ssDAF-12 act: S. stercoralis DAF-12 nuclear receptor activators, primary screen, cell-based, luminescence, HEK293, GRIP1 co-expression, lit1-tk-luc | actives 1% (n = 370,000) | HEK293 ssDAF-12/GRIP1 lit1-tk-luc reporter; % of 3 µM dafachronic acid response | activation, % at 6.8 µM | Nuclear hormone receptor DAF-12 (Strongyloides stercoralis);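 active means activation above the mean over all tested compounds plus 3 SD, cut at about 0.9% in these data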;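 further: 0% = DMSO-only wells and 100% = 3 µM delta7-dafachronic acid wells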
hgDAF-12 ag: H. glycines DAF-12 receptor agonists, primary screen, cell-based, luminescence, HEK293, GAL4 fusion, UAS-luciferase; Nuclear hormone receptor DAF-12 (Heterodera glycines), GAL4 fusion; HEK293 GAL4-hgDAF12 UAS-luciferase reporter, agonist luminescence; normalized to butyrate control; activation, % at 6.8 µM; actives 1.8% (n = 370,000); AID 687014, 2013;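 active means activation above a cutoff set at the mean of all screened compounds plus 3 SD, cut at about 10% in these data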;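 further: 0% = DMSO wells and 100% = sodium butyrate wells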
hcDAF-12 act: H. contortus DAF-12 nuclear receptor activators, primary screen, cell-based, luminescence, HEK293, lit1-tk-luc reporter; activation, % at 6.8 µM; actives 1.4% (n = 370,000); HEK293 hcDAF-12 lit1-tk-luc reporter; 0% DMSO, 100% Δ7-dafachronic acid;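 active means activation above the mean of all tested compounds plus 3 SD, cut at about 5.5% in these data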;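 further: 100% = response to 3 µM Δ7-dafachronic acid high control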
PLC-gamma1 inh: PLC-gamma1 enzyme inhibitors, primary screen, biochemical, fluorescence, purified enzyme; fluorogenic substrate; inhibition, % at 12.2 µM; AID 720700, 2013; actives 0.84% (n = 370,000); in the data active means inhibition above about 9.5%
MBD2 DNA inh: inhibitors of MBD2 binding to methylated DNA, primary screen, biochemical, TR-FRET, DNA-binding domain, human; inhibition, % at 4.4 µM; actives 0.31% (n = 370,000); Methyl-CpG-binding domain protein 2 (Homo sapiens), Q9UBB5; AID 686964, 2013; MBD2 binding to methylated oligonucleotide; in the data active means inhibition above about 13%
DAX1 inh-2: DAX1 (NR0B1) inhibitors on StAR promoter, primary screen, cell-based, luminescence, SF-1 (NR5A1), full-length DAX-1; AID 652010, 2013; inhibition, % at 6.8 µM; HEK293T StAR-luciferase reporter, SF-1/DAX-1 repression relief; actives 1.1% (n = 370,000);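 active means inhibition above the mean over all tested compounds plus 3 SD, cut at about 3.6% in these data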;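 further: 0% = DAX-1 cells with DMSO and 100% = cells lacking DAX-1 with DMSO; higher inhibition means more luminescence from relief of DAX-1 repression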
* = called active by the depositor; i = inactive; / = not tested or not shown.

cpd	canonical_smiles	SMARCA2 act	PLC-beta3 inh	Rev-erbA mod	DAX1 inh-1	ADAM17 inh	ssDAF-12 act
1	CCCC(=O)NC(=S)Nc1cc(-c2nc3ncccc3o2)ccc1C	-2	-5	1	0.0	0	-1.6
2	COc1ccc(-n2c(-c3ccc(Br)cc3)c[n+]3c2CCc2ccccc2-3)cc1	-5	-1	-3	-2.4	1	-2.5
3	O=C1CC(c2ccccc2)n2nc(NC(=O)C3CCCO3)nc2N1 (centres undefined)	2	-2	2	0.0	-7	-0.5
4	COc1ccc(NC(=O)C(=O)NCCC2CCCCN2S(=O)(=O)c2ccc(F)cc2)cc1 (centres undefined)	1	-5	0	-3.2	-2	-1.2
5	CC12CC3(C)CC(C)(C1)CC(C(=O)NC1=NCCS1)(C2)C3	-3	0	1	0.3	-2	-1.0
6	CC(C)Nc1nc(Cl)nc(N(C#N)CN2C(=O)c3ccccc3C2=O)n1	14*	10	0	-1.5	8	-0.9
7	CCN(C(=O)COC(=O)c1ccc(-n2c(C)ccc2C)cc1)c1c(N)n(Cc2ccccc2)c(=O)[nH]c1=O	-2	-23	-3	1.4	-3	-1.2
8	O=C(Nc1ccc2c(c1)nc1n2CCSC1)c1ccccc1	4	-134	1	-0.9	-13	0.0
9	Oc1ccc(/C=N/Nc2cccc3cccnc23)c(O)c1	1	-19	6	0.1	-6	-0.1
10	Cc1ccccc1C(=O)Oc1ccc(Cl)cc1C(=S)N1CCOCC1	-1	-6	1	-0.6	-2	-0.9
11	CC(=O)Nc1cccc(-c2ccnc3c2CC(C)(C(=O)NCc2ccc(N(C)C)cc2)O3)c1 (centres undefined)	-3	-1	-3	/	-1	-0.5
12	CCOC(=O)c1cnc(SCc2nc(N)nc(Nc3ccc(OC)cc3)n2)nc1N	4	1	-1	-1.6	-3	-0.9
13	CCN1CCN(C(=O)c2cc(-c3ccco3)nc3ccccc23)CC1	3	i	-6	1.6	i	-0.4
14	Cc1ccc2cc(CN(Cc3ccco3)C(=O)NC3CCCCC3)c(=O)[nH]c2c1C	-4	0	-2	0.5	-5	-1.1
15	Cc1ccccc1OCC(=O)OCC(=O)Nc1cc(S(C)(=O)=O)ccc1Cl	-1	1	-6	0.0	-4	-0.8

cpd	hgDAF-12 ag	hcDAF-12 act	PLC-gamma1 inh	MBD2 DNA inh	DAX1 inh-2
1	2.7	-1.5	3	5	-0.5
2	-4.9	-2.3	-1	-5	-2.1
3	1.6	-0.9	0	1	0.1
4	0.7	-0.7	-1	1	0.3
5	-0.2	0.4	3	2	-0.9
6	0.3	2.6	7	-1	-0.8
7	0.9	0.9	-15	-10	0.5
8	12*	2.3	-111	-1	5.9*
9	5.0	2.9	-15	3	2.2
10	-2.2	-2.1	2	0	1.3
11	-0.1	-2.3	0	5	-2.3
12	-1.8	-1.7	0	-1	-0.4
13	-2.7	0.3	i	-5	-1.9
14	-0.8	-2.1	2	3	0.3
15	1.8	-0.8	2	5	-1.2

The list continues.
cpd	canonical_smiles	SMARCA2 act	PLC-beta3 inh	Rev-erbA mod	DAX1 inh-1	ADAM17 inh	ssDAF-12 act
16	O=C(Nc1nc(Cc2ccccc2)c(-c2ccccc2)n1Cc1ccccc1)c1ccccc1	-5	-20	1	/	-2	-1.3
17	Cc1ccc2nc(C3CCCN(C(=O)NCc4ccccc4)C3)[nH]c2c1 (centres undefined)	-2	3	-3	-1.8	6	-1.6
18	N#Cc1cccc(CSc2nnc(CCCO)n2-c2ccccc2)c1	-2	2	-7	-0.5	-2	-1.6
19	O=C(COc1ccccc1F)Nc1ccc(S(=O)(=O)N2CCCC2)cc1	0	-6	-2	-0.4	0	-1.3
20	CCOc1cc(N2CCOCC2)c(OCC)cc1NC(=O)COC(=O)c1cc(C)cc(C)c1	0	-2	6	-0.5	-2	-1.5
21	c1ccc(-c2ccc3sccc3n2)cc1	5	4	3	2.5	1	-0.7
22	O=C(NCCc1nnc2ccc(SCC(=O)N3CCCC3)nn12)c1ccc(F)cc1	-1	-10	-1	-1.2	-3	-1.0
23	C/C(Cl)=C\Cn1c(O)c(N=NC(N)=S)c2ccccc21	-2	1	1	-0.5	3	-1.9
24	CCOC(=O)C1CCN(C(=O)COC(=O)COc2ccccc2OC)CC1	-3	3	-1	1.7	0	-0.5
25	COc1ccc2[nH]cc(C(C)c3ccccc3O)c2c1 (centres undefined)	-1	-4	2	/	-4	-0.6
26	O=[N+]([O-])c1ccccc1S(=O)(=O)NC1CCCC1	-3	4	-2	/	2	-0.7
27	COc1ccc(CCNS(=O)(=O)c2cc3c4c(c2)CC(=O)N4CCC3)cc1	2	-7	-8	1.3	1	-1.3
28	O=c1cc(CSc2nnc(-c3ccccc3)o2)c2ccccc2[nH]1	5	3	0	3.7	-2	-1.6
29	O=C(CSc1nc(O)c(C2CCCCC2)c(=O)[nH]1)N1CCOCC1	2	-3	-3	1.6	-6	-1.0
30	Cc1csc(NC(=O)C2CCN(S(=O)(=O)c3ccccc3)CC2)n1	0	1	3	-1.8	1	-1.2

cpd	hgDAF-12 ag	hcDAF-12 act	PLC-gamma1 inh	MBD2 DNA inh	DAX1 inh-2
16	-0.5	-0.3	-14	-1	0.6
17	1.3	-2.0	8	-5	-0.2
18	-0.9	-1.9	2	-6	1.1
19	5.7	-3.4	-2	-8	-0.6
20	-4.4	-1.6	2	4	-0.1
21	5.0	2.5	2	1	1.5
22	-1.3	-0.6	-3	-1	-0.1
23	1.9	0.4	5	-3	-0.9
24	-1.4	-0.9	2	3	-0.5
25	1.9	0.6	-2	2	-2.0
26	-0.8	0.3	5	0	-0.1
27	1.2	-0.2	3	3	0.3
28	4.5	-2.9	2	1	0.2
29	-2.4	1.6	4	0	-1.1
30	-2.3	-0.4	1	-7	-1.1

2 of the compounds above, in transposed form.
#18 N#Cc1cccc(CSc2nnc(CCCO)n2-c2ccccc2)c1
#19 O=C(COc1ccccc1F)Nc1ccc(S(=O)(=O)N2CCCC2)cc1

Screen / compound no.	18	19
SMARCA2 act	-2	0
PLC-beta3 inh	2	-6
Rev-erbA mod	-7	-2
DAX1 inh-1	-0.5	-0.4
ADAM17 inh	-2	0
ssDAF-12 act	-1.6	-1.3
hgDAF-12 ag	-0.9	5.7
hcDAF-12 act	-1.9	-3.4
PLC-gamma1 inh	2	-2
MBD2 DNA inh	-6	-8
DAX1 inh-2	1.1	-0.6

Random excerpt: two compounds from above.
cpd	canonical_smiles	SMARCA2 act	PLC-beta3 inh	Rev-erbA mod	DAX1 inh-1	ADAM17 inh	ssDAF-12 act
1	CCCC(=O)NC(=S)Nc1cc(-c2nc3ncccc3o2)ccc1C	-2	-5	1	0.0	0	-1.6
28	O=c1cc(CSc2nnc(-c3ccccc3)o2)c2ccccc2[nH]1	5	3	0	3.7	-2	-1.6

cpd	hgDAF-12 ag	hcDAF-12 act	PLC-gamma1 inh	MBD2 DNA inh	DAX1 inh-2
1	2.7	-1.5	3	5	-0.5
28	4.5	-2.9	2	1	0.2

Going on with the list:
cpd	canonical_smiles	SMARCA2 act	PLC-beta3 inh	Rev-erbA mod	DAX1 inh-1	ADAM17 inh	ssDAF-12 act
31	C=CCNc1ncnc2c1cnn2-c1ccc(C)cc1C	0	8	-3	1.5	-2	-0.5
32	CCc1cccc(C)c1NS(=O)(=O)c1c(C)nc2sccn2c1=O	-2	2	0	0.9	-1	-1.2
33	O=C(NC1CCCCN(Cc2ccc(OC(F)(F)F)cc2)C1=O)c1cccc(C(F)(F)F)c1 (centres undefined)	-2	-5	-4	/	-3	-1.2
34	NNc1ccccc1C(F)(F)F	-2	0	-4	-0.3	1	-1.2
35	CCCn1c2ccccc2c2nnc(SCC(=O)Nc3c(C)n(C)n(-c4ccccc4)c3=O)nc21	0	-3	1	0.0	0	-0.9
36	Cc1ccc(C(=O)NCN2CCN(c3ccc(F)cc3)CC2)cc1	1	5	7	0.0	0	-0.8
37	Cc1[nH]c2ccccc2c1C(C[N+](=O)[O-])c1cccs1 (centres undefined)	0	-5	1	-1.3	0	-1.3
38	CCN1CCN(CCC(=O)Nc2cccc(C)c2)CC1	1	-6	1	2.1	-4	-0.7
39	S=C1NCC(c2ccccc2)S1 (centres undefined)	4	-1	7	-0.9	-4	-0.9
40	Cc1ccc(NC(=O)C2CC3CCC2C3)c(Br)c1 (centres undefined)	3	0	-1	3.4	2	-0.2
41	CNc1snc(C)c1C(=O)OC(C)C(=O)NCc1ccccc1 (centres undefined)	-4	-1	0	0.2	3	-0.8
42	O=C(Cc1cccc(NC(=O)C2CCN(S(=O)(=O)c3cccc([N+](=O)[O-])c3)CC2)c1)Nc1cccc(C(=O)N2CCCCC2)c1	-2	3	-4	-0.9	0	-0.8

cpd	hgDAF-12 ag	hcDAF-12 act	PLC-gamma1 inh	MBD2 DNA inh	DAX1 inh-2
31	2.1	1.9	2	0	1.8
32	2.4	4.5	2	0	-0.5
33	3.1	-0.6	-1	1	-0.8
34	-0.8	-0.6	2	0	0.9
35	-2.5	-4.0	-3	-8	-0.3
36	5.4	-0.3	0	-3	-1.1
37	-1.4	-0.2	-4	-4	-0.1
38	0.8	-1.8	0	1	0.0
39	4.1	-0.2	1	-2	0.0
40	4.6	1.5	7	-5	0.6
41	-2.6	0.8	2	-1	0.7
42	0.8	-2.0	4	-3	-1.9
